Hep lipid drop: modulators of hepatic lipid droplet formation. AML12 mouse hepatocytes, oleate lipid droplets, BODIPY imaging. inhibition, % at 6.5 µM. 240,000 compounds, 0.4% hits;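 active means lipid droplet intensity inhibited by at least 50%, with more than 500 cells counted; inconclusive means wells with under 300 cells, treated as cytotoxic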
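Technique: fluorescence imaging, 20x objective, two fields per well / Assay system: AML12 hepatocytes (mouse) / Measure: % inhibition of lipid droplet signal / Doses: 6.5 µM single-point dosing / Incubation: overnight exposure / Reagent: 100 µM oleic acid challenge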
Myeloid diff MLP: myeloid differentiation induction; AID 624256; 360,000 compounds, 1% hits; ER-HoxA9 myeloid progenitors, lysozyme-GFP differentiation, flow cytometry; calls only at 10 µM;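 active means normalized GFP-positive differentiation at or above the plate's own cutoff, the solvent-only control mean plus 3 SD; inconclusive means no clear call, values can overlap the other calls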;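 further: cells exposed to compound for four days before flow analysis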
UTI89 phage lysis: protection from phage-mediated lysis, alamar blue read-out – E. coli UTI89, K1F phage, bacterial capsule biogenesis inhibitors (AID 488966). E. coli UTI89 K1F phage lysis, alamar blue, 2 h; higher % means a stronger effect. one-dose inhibition, % at 100 µM; IC50 in µM for titrated hits. 340,000 compounds, 0.02% hits;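 active means phage lysis inhibition, versus mean bacterial control, above a set limit; inconclusive means no clear call, values can overlap the other calls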;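 further: capsule biogenesis inhibitors block K1F phage lysis so surviving cells raise fluorescence; higher fluorescence means more inhibition of phage lysis; actives were called in the ten point dose series up to 300 µM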
Hep lipid drop cells 6.5 µM: recorded beside Hep lipid drop, whose call it bears; cell count; measured here: cell count, cytotoxicity flag;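 cells counted across two imaged fields per well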
Myeloid diff MLP GFP+ MAC1+ %: further read-out of Myeloid diff MLP, marked with its call; GFP+ MAC1+ double positive, %; measured here: differentiation confirmed by MAC1 staining
An asterisk follows results filed as active; i = inactive; ? = inconclusive; . = not tested or not shown; [ ] = remark or other dose.

SMILES	Hep lipid drop	Myeloid diff MLP	UTI89 phage lysis	Hep lipid drop cells 6.5 µM	Myeloid diff MLP GFP+ MAC1+ %
Cn1c(SCC(N)=O)nnc1-c1ccc(S(=O)(=O)N2CCCC2)cc1	-3.4	i	0.3%	782	0.7
COc1cccc(NC(=S)N2CCN(C)CC2)c1	4.5	i	1.4%	846	0.7
CCCNc1c(NS(=O)(=O)c2ccc(C)cc2C)c(=O)oc2ccccc12	25.0	i	-0.3%	713	3.1
O=C(C1CCC(CNS(=O)(=O)c2cccs2)CC1)N1CCN(c2ccc(F)cc2)CC1 (stereo unspecified)	-13.9	i	-0.1%	785	1.0
CS(=O)(=O)Nc1ccccc1N=C(c1ccccc1)c1ccccc1	-2.9	i	0.2%	799	0.3
CN(C)S(=O)(=O)N1CCC(Oc2ccc(C(=O)NCCc3cscn3)cc2)CC1	13.0	i	2.1%[50 µM]	836	0.4
Cc1ccc(S(=O)(=O)N2CCCCCC2)cc1C(=O)Nc1cccnc1	1.1	i	1.4%[50 µM]	843	1.1
CCOc1cc(C(=O)OCC(=O)N(C)c2ccccc2)cc(OCC)c1OCC	7.5	i	-0.2%	818	0.1
O=C(Nc1cccc(C(=O)Nc2cccc(Br)c2)c1)c1ccccc1	12.9	i	-2.0%	795	0.4
COCCNC(=O)c1ccc(CS(=O)(=O)c2cccc(C(F)(F)F)c2)o1	-1.3	i	-0.1%	402	0.5
Cc1cc(C(=O)NNC(=O)c2c(-c3c(Cl)cccc3Cl)noc2C)no1	-0.1	i	0.1%	790	0.2
C=CCn1c(SCC(=O)Nc2ccc(Cl)cn2)nnc1C1CC1	-20.8	i	0.2%[50 µM]	615	0.0
CCCOc1cccc(-c2cc(C(=O)N/N=C/c3ccccn3)c3ccccc3n2)c1	7.7	i	0.4%	786	0.8
Cc1cccc(NC(=O)CN(C)S(=O)(=O)c2ccc3c(c2)n(C)c(=O)c(=O)n3C)c1C	-12.2	i	0.1%	703	2.0
CC(C)c1ccc(NC(=O)[C@@H]2CCC(=O)N2C2OC(=O)c3ccccc32)cc1 (stereo partly specified)	-7.2	i	0.2%	817	4.0
Cc1cc(C(=O)NC2CC(C)(C)Cc3c2cnn3-c2ccccc2C)c(C)o1 (stereo unspecified)	-11.9	i	0.2%	796	9.2
CC(=O)N1CCN(C(=O)c2cc(=O)c3ccccc3o2)CC1	5.0	i	0.4%	761	0.7
CCS(=O)(=O)N1Cc2ccccc2CC1C(=O)Nc1ccc(OC)c(OC)c1 (stereo unspecified)	3.7	?	-0.6%	817	.
COc1ccc(C2=NOC(C(=O)Nc3ccc4c(c3)OCCO4)C2)cc1OC (stereo unspecified)	5.9	i	-0.1%	818	0.6
CCOC(=O)CC1C(=O)NCCN1C(=S)NC(=O)c1ccccc1OC (stereo unspecified)	-16.1	i	0.2%	694	1.5
FC(F)(F)c1ccc(Cl)c(-n2c(-c3ccco3)n[nH]c2=S)c1	-15.1	i	1.0%[50 µM]	810	0.4
CC(=O)Nc1cccc(NC(=O)COC(=O)CO/N=C(\C)c2ccc3c(c2)OCO3)c1	-1.6	i	0.1%	846	0.5
OC(CN1CCCCC1)Cn1c2ccc(Cl)cc2c2cc(Cl)ccc21 (stereo unspecified)	0.1	i	-0.1%	838	0.8
Cc1nn(C)c(C(=O)NC(=S)Nc2ccc([N+](=O)[O-])cc2)c1Cl	3.6	i	0.8%	832	0.4
CCC(C(=O)N/N=C(\C)c1cccnc1)c1ccccc1 (stereo unspecified)	-45.4	i	0.2%	622	0.2
COc1ccc(S(=O)(=O)N2CCC(C(=O)NCc3cccnc3)CC2)cc1C	-0.6	i	0.0%	783	4.5
O=C(Nc1cccnc1)c1ccc(Cl)c(S(=O)(=O)N2CCCC2)c1	-6.8	i	1.9%[50 µM]	825	1.1
CCN1C(=O)[C@H]2[C@@H](c3ccc(C)cc3)N3C(=O)N(c4ccc(C)cc4)C(=O)[C@@]3(Cc3ccccc3)[C@H]2C1=O	-0.2	i	-1.2%	736	0.0
CCOC(=O)/C=C1\CN(Cc2cc(OC)c(OC)c(OC)c2)S(=O)(=O)c2ccccc21	-15.5	i	0.3%	750	0.6
CC1CCN(C(=O)C2CCCN(S(=O)(=O)c3cccc4nsnc34)C2)CC1 (stereo unspecified)	-3.7	i	0.2%	712	2.7
CCOc1ccc(-n2c(SCC(=O)Nc3ccc(OC)cc3)nc3sc4c(c3c2=O)CCN(C)C4)cc1	-1.3	i	0.0%	756	3.5
COc1cccc(CN2CC(C(=O)N(C)CCCC3CCCC3)CCC2=O)c1 (stereo unspecified)	-20.9	?	0.2%	711	.
CCCCNc1nc(Nc2ccc(C)c(Cl)c2)c2cnn(C)c2n1	-0.7	i	0.2%	689	0.5
COc1ccc(C)cc1NC(=O)C1CCCN(S(=O)(=O)c2cccc3cccnc23)C1 (stereo unspecified)	-17.2	i	4.2%	667	3.3
Cc1ccc2c(c1)C(c1ccccc1)N(C(=O)c1ccc3c(c1)OCO3)CC(=O)N2 (stereo unspecified)	-14.0	i	1.5%[50 µM]	749	0.5
Cc1ccc(-c2n[nH]c(=O)c3ccccc23)cc1S(=O)(=O)NCC1CCCO1 (stereo unspecified)	0.7	i	0.0%	827	1.2
CCN(Cc1ccccc1)C(=O)COc1ccccc1	6.7	i	-2.5%	820	1.0
Cc1ccc(-n2nc3c(=O)n(CC(=O)NCc4ccccc4Cl)nc(C)c3c2C)cc1	8.2	i	0.4%	686	1.1
Oc1cccc(/C=N/Nc2ccc(Cl)nn2)c1O	-3.3	?	1.7%	815	.
Cn1ccc(C(=O)OCC(=O)Nc2ccccc2)n1	-16.9	i	0.4%	730	0.7
O=C(C[n+]1ccccc1)Nc1ccc(Cl)c([N+](=O)[O-])c1	6.0	i	-0.5%	792	1.2
CC(Nc1nc(Nc2ccc(F)cc2)nc(SCC(N)=O)n1)c1ccccc1 (stereo unspecified)	12.1	i	-0.1%	792	0.3
CCn1c(SCC(=O)Nc2ccc3c(c2)OCO3)nnc1C(C)C	4.5	i	0.5%	752	1.8
Cc1cccc(/C=C2/Sc3ccc(C(=O)NCCCN4CCOCC4)cc3NC2=O)c1	6.0	i	0.3%	784	2.3
Oc1ccc(Nc2nc(-c3ccccc3)nc3ccccc23)cc1	-7.1	i	-2.2%[50 µM]	792	0.2
COc1ccccc1CCC(=O)OCC(=O)NC1CCCCC1	-4.2	i	-0.1%	723	0.8
COc1ccc2cc(C(=O)N/N=C/c3cc(OC)c(OC)c(OC)c3)[nH]c2c1	-5.9	i	-0.2%	832	0.1
O=C(Cc1ccccc1)N1CCN(c2ccccc2F)CC1	-1.5	i	-1.4%	806	0.7
CC(=O)Nc1cccc(C(=O)N(Cc2ccccc2)Cc2ccccc2)c1	-12.3	i	-1.9%	779	0.4
C/C(=N\NC(=O)Cc1ccccc1)c1ccc(Br)s1	-13.8	i	0.4%	807	0.3

(listing goes on)
SMILES	Hep lipid drop	Myeloid diff MLP	UTI89 phage lysis	Hep lipid drop cells 6.5 µM	Myeloid diff MLP GFP+ MAC1+ %
CCC(C)N1CC(=O)N2Cc3[nH]c4ccccc4c3C[C@H]2C1=O (stereo partly specified)	2.7	i	-0.2%	810	0.6
COc1ccccc1C(=O)Nc1ccccc1C(=O)NCc1ccco1	9.4	i	0.1%	757	0.6
COc1ccc(C(=O)Nc2nnc(Cc3ccc(OC)c(OC)c3)s2)cc1	-1.7	i	-0.1%	819	1.1
Cc1cccc(/C=N/NC(=O)c2ccc(NC(=O)c3cccc(Cl)c3)cc2)n1	-4.9	i	0.3%	786	0.5
Cc1ccccc1NC(=O)c1nn(C)c(C(=O)Nc2ccccc2C)c1[N+](=O)[O-]	-15.2	i	0.3%	850	0.6
C=CCn1c(SCC(=O)Nc2ccc(F)cc2)nnc1-c1cnccn1	2.5	i	0.2%	650	0.0
COc1ccc(NC(=S)N2CCN(C(=O)c3ccco3)CC2)cc1OC	-16.0	i	0.2%	672	0.4
CCC(=O)c1ccc(OCC(=O)OCC(=O)NC2CCCCCCC2)cc1	-16.0	i	0.0%	642	0.7
CCN(CCCNC(=O)CNC(=O)c1nn(-c2ccc(OC)cc2OC)c(=O)c2ccccc12)c1cccc(C)c1	-28.0	i	-0.7%	820	1.1
CC1CCCN(S(=O)(=O)c2ccc3c(c2)C(C)(C)C(=O)N3C)C1 (stereo unspecified)	-9.2	i	0.9%	818	1.5
CCN(CC)S(=O)(=O)c1ccc(N2CCN(C)CC2)c(NC(=O)Nc2ccc(C)cc2)c1	-3.8	i	-0.1%	804	0.3
COc1ccc(-n2c(=S)[nH]c3cc(C(=O)Nc4ccccc4OC)ccc3c2=O)c(OC)c1	-51.7	i	1.8%	787	0.0
CCc1cc(=O)[nH]c(SCCc2ccccc2)n1	-6.2	i	0.2%	793	0.7
Cc1ccc(C)c(NC(=O)CN(C)C(=O)c2cccc(S(=O)(=O)N3CCN(Cc4ccccc4)CC3)c2)c1	-21.2	i	-0.2%	774	2.0
CCc1c(C)nc2cc(-c3cccc(Br)c3)[nH]n2c1=O	-0.6	i	0.4%	823	0.3
COc1cccc(-n2cc(CNC(=O)C3CCC(=O)N(C4CC4)C3)cn2)c1 (stereo unspecified)	-4.2	i	0.2%	690	0.4
Cc1c(Cl)cccc1NC(=S)NNS(=O)(=O)c1ccc([N+](=O)[O-])cc1	5.3	i	-0.1%	682	3.8
CCc1ccc(NC(=O)CN(C)S(=O)(=O)c2ccc3[nH]c(=O)oc3c2)cc1	-16.1	i	0.0%	698	1.9
O=[N+]([O-])c1ccc(-c2csc(N3CCCCCC3)n2)cc1	15.8	i	0.5%	837	0.8
Cc1cnc(NC(=O)C2CCC(C(C)(C)C)CC2)s1 (stereo unspecified)	4.4	i	0.2%	726	2.9

Reformatted: entries from further up
Below each SMILES – Hep lipid drop | Myeloid diff MLP | UTI89 phage lysis | Hep lipid drop cells 6.5 µM | Myeloid diff MLP GFP+ MAC1+ %
- Cc1cnc(NC(=O)C2CCC(C(C)(C)C)CC2)s1 (stereo unspecified)
→ 4.4 | i | 0.2% | 726 | 2.9
- O=[N+]([O-])c1ccc(-c2csc(N3CCCCCC3)n2)cc1
→ 15.8 | i | 0.5% | 837 | 0.8

An excerpt from above in order of the Myeloid diff MLP GFP+ MAC1+ % value, highest first.
canonical_smiles | Myeloid diff MLP GFP+ MAC1+ %
Cc1ccc(C)c(NC(=O)CN(C)C(=O)c2cccc(S(=O)(=O)N3CCN(Cc4ccccc4)CC3)c2)c1 | 2.0
CCc1cc(=O)[nH]c(SCCc2ccccc2)n1 | 0.7
CCN(CC)S(=O)(=O)c1ccc(N2CCN(C)CC2)c(NC(=O)Nc2ccc(C)cc2)c1 | 0.3

Going on with the list.
SMILES	Hep lipid drop	Myeloid diff MLP	UTI89 phage lysis	Hep lipid drop cells 6.5 µM	Myeloid diff MLP GFP+ MAC1+ %
Cc1cccn2c(=O)c3cc(C(=O)NCCc4ccccc4)c(=N)n(CC4CCCO4)c3nc12 (stereo unspecified)	-3.2	i	-0.7%	739	1.2
O=C(N=C1SC2CS(=O)(=O)CC2N1c1ccc(Br)cc1F)C1CC1 (stereo unspecified)	14.0	i	0.1%	748	3.4
COC(=O)c1ccc(C(=O)N2CCCC(Nc3ccc(C(C)C)cc3)C2)nc1 (stereo unspecified)	3.2	i	-0.1%	674	0.0
CSCC[C@H](NC(=O)N1CCn2c1nc1ccccc12)C(=O)NCc1ccco1	12.8	?	0.2%	780	.
Cc1ccc(C)c(CN2CCCN(Cc3cc(C)ccc3C)S2(=O)=O)c1	21.8	i	0.1%	794	0.7
Cc1ccc(S(=O)(=O)n2nc(OC(=O)c3c(F)cccc3Cl)cc2N)cc1	-1.4	i	0.2%	713	5.3
Cc1ccccc1C(=O)c1cccn1CC(=O)NC(C)c1ccccc1 (stereo unspecified)	-7.1	?	0.0%	765	.
Cc1ccccc1C(=O)NC1CCN(C(=O)NCc2ccccc2)CC1	-2.5	i	2.2%	822	1.4
O=S(=O)(c1cccs1)N1CCN(CCc2ccccc2)CC1	9.3	i	0.0%	797	1.0
COc1ccc(C(C)(C)NC(=O)C2CCC(=O)N(C3CCCC3)C2)cc1OC (stereo unspecified)	21.4	i	-0.2%	573	1.7
COc1ccc(CCC(C)NC(=O)Cc2ccc(OC)c(OC)c2)c(OC)c1 (stereo unspecified)	-2.1	i	0.3%	829	2.0
NC(=O)CC(NC(=O)c1ccc(Br)cc1)c1ccc(N2CCC(Cc3ccccc3)CC2)c([N+](=O)[O-])c1 (stereo unspecified)	-2.4	i	-0.2%	788	1.2
COc1cccc(CNC(=O)COc2ccc(C(=O)c3ccccc3)cc2)c1	10.3	i	0.0%	849	0.7
O=S(=O)(c1ccc(Br)cc1)N1CCN(Cc2ccco2)CC1	-2.9	i	0.0%	796	1.7
C=CCSc1ccccc1C(=O)Nc1ncn[nH]1	9.1	i	-0.2%	815	0.8

These rows are one share of the data (hit frequency here may not be typical).
